# Assay outcomes as filed in PubChem BioAssay.
# MazF activator: MazEF (E. coli) toxin RNase activation. FAM/BHQ RNA-DNA oligo cleavage fluorescence, 5 h. activation, % at 20 µM. actives 0.32% (n = 350,000). AID 504720; in the data active means activation above about 50%
# Target sequence (P0AE70 whole entry, looked up): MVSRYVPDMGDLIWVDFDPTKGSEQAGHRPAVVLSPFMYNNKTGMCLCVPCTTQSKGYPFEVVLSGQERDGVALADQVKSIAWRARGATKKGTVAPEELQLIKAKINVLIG
# Mtb FBA inh: Mtb fructose-bisphosphate aldolase inhibition. purified M. tuberculosis FBA, fluorescence read-out. AID 588726. inhibition, % at 1 µM. actives 2.3% (n = 360,000); in the data active means inhibition above about 27%;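 further: 0% = vehicle and 100% = reference inhibitor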
# Target sequence (P9WQA3 whole entry, looked up): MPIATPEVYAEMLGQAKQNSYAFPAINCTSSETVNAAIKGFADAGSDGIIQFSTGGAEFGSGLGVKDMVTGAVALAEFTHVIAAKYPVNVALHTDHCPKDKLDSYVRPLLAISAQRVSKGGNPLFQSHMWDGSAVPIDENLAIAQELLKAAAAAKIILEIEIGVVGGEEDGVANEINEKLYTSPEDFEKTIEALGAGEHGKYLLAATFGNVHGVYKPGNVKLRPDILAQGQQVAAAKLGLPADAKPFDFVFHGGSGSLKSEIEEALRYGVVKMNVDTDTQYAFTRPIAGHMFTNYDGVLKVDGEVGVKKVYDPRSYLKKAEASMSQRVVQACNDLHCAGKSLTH
# CCHFV vOTU inh: CCHFV vOTU protease inhibition | Pep-AMC fluorescence | inhibition, % at 11.5 µM | actives 0.55% (n = 370,000) | AID 651958; further: 0% = vehicle wells with enzyme and 100% = no enzyme wells
# BoNT F protease: BoNT F light chain protease inhibition | actives 0.22% (n = 360,000) | Multiplex microsphere protease cleavage assay, flow cytometry | inhibition, % at 10 µM; in the data active means inhibition above about 35%, passing the limit was not always enough; inconclusive means no clear call, values can overlap the other calls; further: plate controls were buffer without enzyme for full effect and enzyme alone for no effect
# Mtb BioA inh: inhibitors of Mycobacterium tuberculosis BioA enzyme; inhibition, % at 9.99 µM; actives 0.096% (n = 360,000); purified M. tuberculosis BioA enzyme, plate reader; in the data active means inhibition above about 40%; inconclusive means no clear call, values can overlap the other calls
# VHR inh abs: DUSP3 (human) phosphatase inhibition; P51452; recombinant VHR phosphatase, pNPP absorbance; inhibition, % at 13.3 µM; actives 0.52% (n = 290,000); AID 1654; in the data active means inhibition above about 50%; further: some compounds called inactive have numbers as strong as hits
# Target sequence (P51452 whole entry, looked up): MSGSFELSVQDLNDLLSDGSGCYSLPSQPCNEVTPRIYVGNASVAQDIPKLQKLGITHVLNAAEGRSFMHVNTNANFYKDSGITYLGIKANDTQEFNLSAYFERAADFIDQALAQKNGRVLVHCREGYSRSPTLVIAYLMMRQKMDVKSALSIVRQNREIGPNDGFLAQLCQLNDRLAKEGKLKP
# Rv3671c protease: Rv3671c (M. tuberculosis) protease inhibition. AID 2606. inhibition, % at 5.96 µM. actives 0.048% (n = 320,000). P9WHR9; in the data active means inhibition above about 38%;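 further: extracellular domain of Rv3671c used as enzyme; 0% = enzyme with DMSO and 100% = no enzyme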
# Target sequence (P9WHR9 whole entry, looked up, the tested form may be a part): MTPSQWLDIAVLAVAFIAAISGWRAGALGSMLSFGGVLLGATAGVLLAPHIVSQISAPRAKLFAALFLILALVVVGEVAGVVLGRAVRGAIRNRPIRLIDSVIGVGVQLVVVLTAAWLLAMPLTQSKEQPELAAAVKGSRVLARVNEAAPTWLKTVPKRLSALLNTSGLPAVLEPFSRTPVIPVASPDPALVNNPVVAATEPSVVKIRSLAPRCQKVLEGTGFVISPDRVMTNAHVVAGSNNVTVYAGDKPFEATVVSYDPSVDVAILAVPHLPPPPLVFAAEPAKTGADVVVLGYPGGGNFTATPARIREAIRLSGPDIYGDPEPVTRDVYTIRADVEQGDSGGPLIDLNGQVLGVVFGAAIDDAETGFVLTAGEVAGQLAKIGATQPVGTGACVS
# UGM FP inh: blocks M. tuberculosis UGM enzyme | P9WIQ1 | purified UGM, fluorescence polarization probe displacement | inhibition, % at 10 µM | actives 0.06% (n = 320,000); in the data active means inhibition above about 10%, passing the limit was not always enough; inconclusive means no clear call, values can overlap the other calls
# GDH-TPI counter: counter-screen for M. tuberculosis FBA inhibitors: GDH-TPI coupled enzymes; GDH-TPI coupled enzyme counterscreen, NADH absorbance; inhibition, % at 4.8 µM; actives 1.2% (n = 360,000); AID 588335;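 further: 0% = DMSO wells and 100% = wells lacking the enzyme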
# FadD28 binding: blocks FadD28 binding to the bisubstrate probe. fluorescence polarization. inhibition, % at 12.5 µM. actives 0.22% (n = 360,000). AID 588549; in the data active means inhibition above about 8.5%, passing the limit was not always enough; inconclusive means no clear call, values can overlap the other calls
# * = called active by the depositor; u = inconclusive; x = not tested or not shown. Unless noted, no stated cut-off is given here; in the data, active means inhibition above about 30%; inactive means the rest.
SMILES,MazF activator,Mtb FBA inh,CCHFV vOTU inh,BoNT F protease,Mtb BioA inh,VHR inh abs,Rv3671c protease,UGM FP inh,GDH-TPI counter,FadD28 binding
O=C(O)Cc1sc(-c2ccc(Cl)cc2)nc1-c1ccccc1,-1,5,17,5,0.3,14,-1,3.4,10,-2.5
Cc1cccc(-n2nc3c(c2NC(=O)C(C)C)CS(=O)(=O)C3)c1C,3,0,5,-32,-0.7,10,-1,0.8,-1,0.6
O=C(N[C@H]1C/C=C\C[C@H](CC(=O)N(CCO)Cc2ccccc2)C(=O)N[C@H](Cc2c[nH]c3ccccc23)COC1=O)OCC1c2ccccc2-c2ccccc21,-7,1,8,-14,-0.8,x,-6,-3.6,4,-6.1
O=C(NCCOc1ccccc1)C1=CC=CN2CCS(=O)(=O)N=C12,11,8,-16,5,-1.8,x,2,-1.4,6,-0.8
c1ccc(CNc2ncnc3sc4c(c23)CCC4)nc1,7,9,6,12,x,10,4,-1.0,6,-1.8
O=C(CCN1C(=O)C2C3CCC(C3)C2C1=O)OCC(=O)c1ccccc1 (stereo not drawn),11,1,-1,-4,-0.8,24,x,-0.2,-4,x
COc1cccc(CC(=O)Nc2ccc(S(=O)(=O)Nc3nccs3)cc2)c1,-5,-2,-5,0,0.2,x,-11,2.0,-6,-4.2
COc1cc(/C=N\NC(=O)c2ccc(-c3ccccc3)cc2)cc(OC)c1OC(C)=O,3,0,-26,-39,0.6,7,x,0.4,20,-1.7
O=C(CN1C(=O)c2ccccc2C1=O)NCc1ccc(N2CCOCC2)cc1,-1,-1,-2,u,-3.3,6,-5,0.9,22,-0.9
CCC1(C)COC(c2ccc3c(c2)OCO3)OC1 (stereo not drawn),7,1,1,-3,0.6,x,x,x,-11,-4.9
CN(CCc1ccccc1)C(=O)c1ccc(NC(=O)Cc2ccc([N+](=O)[O-])cc2)cc1,2,0,1,-5,0.7,x,3,-3.6,5,-2.5
CCOc1ccc(OCC)c(NC(=O)CSc2nnc(C3CC3)n2CC)c1,-9,2,-3,-3,-2.0,-23,4,1.5,4,-2.4
Cc1cccc(C(=O)O[C@H]2[C@H](C)NS(=O)(=O)[C@H]3CC4C=C[C@]23O4)c1,8,2,1,4,0.4,x,-1,-0.5,12,-0.9
Cc1ccc(C(=O)N2CC(=O)Nc3ccccc32)o1,-2,4,0,-19,-1.5,-2,3,2.4,1,-1.7
COc1ccc(C(=S)N2CCCC2)cc1OC,-12,0,4,1,-1.4,3,-1,-0.4,-13,-3.4
COCC1CCCCN1C(=O)c1cc(COc2ccc(C)c(C)c2)on1 (stereo not drawn),5,-3,17,2,x,x,x,x,7,-0.6
NC(=S)c1ncc(C(F)(F)F)cc1Cl,2,-1,-6,u,-0.4,16,4,1.0,-1,0.3
C/C(=N/NC(=O)c1nnn(-c2nonc2N)c1CSc1ccc(C)cc1)c1ccncc1,4,-2,-8,-4,-1.4,x,x,x,3,-0.6
COc1ccc(-n2c(=O)c3ccccc3n(CC(=O)NCC3CCCO3)c2=O)cc1 (stereo not drawn),0,-1,2,9,-2.2,31,-5,-0.1,2,-0.7
N#Cc1c(C(F)(F)F)cc(-c2ccccc2)n(N)c1=O,6,2,2,u,x,28,-6,1.8,21,-4.2
CC(C)CN1CC(=O)N2C(c3ccccc3)c3[nH]c4ccccc4c3C[C@H]2C1=O (stereo partly drawn),4,2,-6,-4,-0.1,28,-4,-1.4,1,x
Cn1c(CO)nc2cc(N)ccc21,10,3,-14,-2,x,15,-13,3.9,11,0.1
CC(C)c1ccc(NS(=O)(=O)c2ccc(N3C(=O)CCC3=O)cc2)cc1,3,-1,-15,-2,x,18,-2,1.4,-3,-0.6
CCOC(=O)C1CCN(S(=O)(=O)c2ccc3[nH]c(=O)c(=O)[nH]c3c2)CC1,3,13,-4,1,x,18,5,1.7,5,-0.6
Cc1cc(C)cc(N(C(=O)c2csnn2)C(C(=O)NC(C)(C)C)c2ccccn2)c1 (stereo not drawn),1,-1,-6,-19,x,22,-2,-0.4,-1,-0.2
O=C(Nc1cccc(Br)c1)C1CC(=O)N(C2CCCC2)C1 (stereo not drawn),4,2,-2,-1,-0.9,x,x,x,3,-1.3
O=C(Nc1ccc2c(c1)OCCO2)c1ccc(Br)c(S(=O)(=O)N2CCOCC2)c1,1,-5,3,-6,0.6,8,x,x,36*,-0.2
O=C(CSc1ccccc1)Nc1ccc(C(=O)Nc2cccc(O)c2)cc1,10,-1,8,1,x,13,-9,0.5,0,-4.8
CCN(CC)C(=O)C(=O)N/N=C/c1ccc(Cl)cc1Cl,-3,0,-3,-15,x,8,-9,-0.2,8,0.2
Cc1ccc(NC(=O)c2ccncc2)cc1S(=O)(=O)N(C)C,3,2,1,-1,0.2,8,-17,x,1,-1.4
O=C(COc1ccc2c(-c3ccccc3)cc(=O)oc2c1)NC1CCS(=O)(=O)C1 (stereo not drawn),1,5,-2,1,0.2,x,6,1.7,6,-0.2
CCCCCCN=C(C)C1=C(O)C(C(=O)OC)C(C)(C)CC1=O (stereo not drawn),1,0,-1,-9,0.0,24,-1,-1.6,3,-1.4
O=C1c2ccccc2C(=O)N1CCC(=O)N1CCc2ccccc21,5,-1,-13,3,-1.9,x,x,x,7,1.0
Cc1ccc(O)c(NC(=O)Cc2ccc3ccccc3c2)c1,6,1,-8,u,-0.7,12,0,-1.0,-4,-2.8
Cc1c(Cl)cccc1NC(=O)CSC(N)=O,2,1,-23,-8,-0.3,15,13,4.8,2,0.0
CN(C)c1ccc(NC(=O)CN2C(=O)CN=C(c3ccccc3)c3cc(Cl)ccc32)cc1,12,8,0,-18,-1.9,8,9,0.6,6,-1.8
CC(C)N=C1CC(C)(C)CC(=O)/C1=C(/O)CCCN1C(=O)c2ccccc2C1=O,-1,-2,7,-8,0.1,-12,6,-1.9,2,-1.2
O=C1c2ccccc2C(O)(c2ncc[nH]2)N1C1CCCCC1 (stereo not drawn),7,-1,-11,8,-0.3,4,-3,-0.3,8,-2.2
C/C(=N\Nc1ccc([N+](=O)[O-])cc1)c1cc2ccccc2o1,-8,-21,-3,-2,x,13,-40,3.1,26,-1.5
COc1ccc(NC(=O)C2CCCN(C(=O)Nc3cccc(OC)c3)C2)cc1 (stereo not drawn),3,-5,6,1,4.1,2,2,2.4,2,-1.9

# Arranged by count of non-hydrogen atoms (ascending): four of the compounds above.
SMILES,MazF activator,Mtb FBA inh,CCHFV vOTU inh,BoNT F protease,Mtb BioA inh,VHR inh abs,Rv3671c protease,UGM FP inh,GDH-TPI counter,FadD28 binding
COc1ccc(C(=S)N2CCCC2)cc1OC,-12,0,4,1,-1.4,3,-1,-0.4,-13,-3.4
N#Cc1c(C(F)(F)F)cc(-c2ccccc2)n(N)c1=O,6,2,2,u,x,28,-6,1.8,21,-4.2
O=C(Nc1cccc(Br)c1)C1CC(=O)N(C2CCCC2)C1 (stereo not drawn),4,2,-2,-1,-0.9,x,x,x,3,-1.3
COc1ccc(NC(=O)C2CCCN(C(=O)Nc3cccc(OC)c3)C2)cc1 (stereo not drawn),3,-5,6,1,4.1,2,2,2.4,2,-1.9

# Remaining list, next part
SMILES,MazF activator,Mtb FBA inh,CCHFV vOTU inh,BoNT F protease,Mtb BioA inh,VHR inh abs,Rv3671c protease,UGM FP inh,GDH-TPI counter,FadD28 binding
Cc1cc(OC(C)C(=O)NCC(O)c2ccccc2)c2c3c(c(=O)oc2c1)CCC3 (stereo not drawn),10,77*,-39,-2,0.6,-6,8,-0.2,13,0.2
Nc1nc2c(ncn2-c2ccccc2)c(=O)[nH]1,8,1,-6,-6,0.8,x,x,x,10,-1.9
c1ccc2c(c1)nnn2CNc1nccs1,-7,3,-8,-3,x,-11,3,-1.4,8,0.3
CCc1n[nH]c(=S)n1/N=C/c1ccccn1,-1,-1,4,u,-2.0,22,2,2.2,5,-1.1
CCCCCCC(=O)N(O)C1CC(=O)N(c2ccc(F)cc2)C1=O (stereo not drawn),2,-2,6,u,-0.9,-3,-14,-2.2,-2,-1.5
O=C(NCCc1c[nH]c2ccccc12)C(=O)NCC1OCCN1S(=O)(=O)c1cc(F)ccc1F (stereo not drawn),-11,8,-4,-5,-1.3,17,5,1.5,5,-1.1
O=C(CSc1nc2ccccc2s1)c1ccc(O)cc1O,-2,-1,9,-12,-0.9,x,-27,-0.4,24,0.0
Cn1c(=O)c2c(nc(CN3CCN(C(=O)c4ccco4)CC3)n2Cc2ccccc2)n(C)c1=O,5,2,6,-5,10,13,3,0.4,5,-2.8
CCCCN(C(=O)C1=COCCO1)c1c(N)n(Cc2ccccc2)c(=O)[nH]c1=O,-23,6,1,-3,0.7,x,4,1.7,8,-1.6
CN(Cc1ccccc1)C(=O)C1CCN(S(=O)(=O)c2ccc3nc4c(c(C(=O)O)c3c2)CCCC4)CC1,6,0,17,-5,0.9,11,-5,1.5,-3,2.7
NC(=O)c1c(NC(=O)CN2C(=O)NC(Cc3ccccc3)C2=O)sc2c1CCC2 (stereo not drawn),0,-8,-6,0,26,-26,1,4.1,-6,-2.9
COc1ccccc1NC(=O)c1sc2ncn(Cc3ccc(C)cc3)c(=O)c2c1C,-7,1,-8,-4,-1.4,5,-8,-0.2,11,-3.4
Nc1ncc(CN2CCCC(C(=O)Nc3ccc(-c4ccco4)cc3)C2)cn1 (stereo not drawn),14,-4,11,-18,-0.1,-1,-7,-0.2,9,-5.7
O=C(CN1C(=O)C2C3C=CC(C3)C2C1=O)OCC(=O)c1ccccc1 (stereo not drawn),-11,0,-5,-3,-1.3,-7,-1,1.1,12,-1.6
N#C/C(=C(/O)c1ccc(C(=O)c2ccccc2)cc1)c1nc2ccccc2[nH]1,6,1,4,-4,-1.1,17,7,1.6,1,-3.7
Cc1cc(=O)oc(C)c1C(=O)NCc1ccccc1,-5,-2,3,-11,-1.1,19,9,1.0,-3,-0.3
C=C1CCN([C@@H](CC(C)C)C(=O)N2CCOCC2)S(=O)(=O)c2ccccc21,8,-1,1,1,0.4,x,-6,-0.2,3,-0.6
COc1ccc(OC)c(-c2nnc(SCC(=O)N3CCCC3)o2)c1,11,-2,6,6,1.0,10,8,-1.6,1,x
c1cncc(CNc2ncnc3sc4c(c23)CCC4)c1,8,-1,-12,-5,x,12,0,0.8,1,-3.2
CCOC(=O)N1CCC(NC(=O)c2cc3c(-c4cccc(OC)c4)nn(C)c3s2)CC1,-4,5,5,-23,-2.1,14,-17,1.8,5,-1.3
COc1cc(N(Cc2ccccc2)Cc2ccccc2)c2ncn(C(C)C)c2c1,-1,-1,-1,-9,0.5,x,-1,0.7,5,-3.7
N#C/C(=C(/O)COC(=O)CSc1ccc2ccccc2c1)c1nc2ccccc2[nH]1,5,2,9,-16,-1.3,18,-12,-0.8,38*,-2.5
O=C(Nc1cccnc1)C1CCN(S(=O)(=O)c2cccc3nonc23)CC1,2,-1,4,2,22,-6,1,2.5,14,1.1
Cc1ccc(CSCC(=O)Nc2c(C)n(C)n(-c3ccccc3)c2=O)cc1,-2,1,-7,8,x,2,0,0.6,9,-2.0
O=C(c1ccc(S(=O)(=O)N2CCCC2)cc1)N1CCCCCC1,10,1,-11,6,-2.6,34,-9,x,1,-0.5
COc1ccc(OC)c(NC(=O)Nc2ccc3c(c2)CCC3)c1,-4,1,1,-9,0.2,32,7,-1.6,2,5.1
Cc1ccccc1OCC(=O)OCC(=O)Nc1cc(C(F)(F)F)ccc1N1CCOCC1,-2,0,-4,-5,x,24,-9,0.6,-5,-2.6
Cc1ccc(NC(=O)COC(=O)CCC(=O)c2cccs2)c(C)c1,-1,4,4,0,-2.0,19,9,-2.3,7,-1.7
O=C(CCC(=O)c1ccc(F)cc1)Nc1cc(Cl)cc(Cl)c1,5,-2,0,0,-0.6,26,0,-2.0,13,1.2
COc1ccc(/C=C/C(=O)NC(=S)N2CCSCC2)cc1,-19,0,15,5,x,12,-5,-0.9,10,-3.5
CCC(=O)N(CC)C1=C(O)c2ccccc2C(=O)C1=O,-6,-7,11,-2,x,16,-60,-0.7,-8,-3.6
